Source: PubChem BioAssay
TR SRC2 fluor cs – Texas Red fluorescence interference in TRb-SRC2 counter-screen; TRb/SRC2 Texas Red total fluorescence interference; Potency, µM (highest dose often 106 µM), inactives show at the highest dose fluorescence change, negative = quenching; 280,000 compounds, 0.29% hits; AID 1479; active means well fitted curve in either direction with a large enough effect; inconclusive means small, poorly fitted or top-dose-only effect; further: on the % scale 0 is the no-effect control and ±100 the full control effect
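Flags fluorescent or light-absorbing compounds by total fluorescence, S + 2P, at 555 nm excitation and 632 nm emission. Mixture: 20 nM Texas Red SRC2 peptide, 0.6 uM human TRb LBD, 1 uM T3, 5% DMSO; compound exposure 5 h at ambient temperature.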
HTT ATP protect – protects HTT-Q103 PC12 cells, measured by ATP; PC12 HTT-Q103 induced, cytoprotection, ATP luminescence, 40 h; AID 1471; 230,000 compounds, 0.14% hits; Potency, µM (highest dose often 56.4 µM), inactives show cytoprotection (ATP increase), hits mostly activators;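 further: % of control where 0% means no effect; nearly all actives have a fitted effect of over 45% in size; toxic huntingtin expression switched on by the ecdysone agonist tebufenozide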
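Stable PC12 Q103-GFP cells in serum-supplemented, phenol red-free DMEM; induction by tebufenozide at 100 nM final; compound dose series; cell viability quantified luminescently from ATP.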
TRb-SRC2 inh – TRbeta-SRC2 interaction inhibition | P10828 | TRbeta-SRC2 peptide binding, fluorescence polarization; receptor liganded with 1 µM T3 | Potency, µM (doses to about 106 µM), for the others: top-dose activity change, negative = inhibition, actives largely listed as inhibitors | 280,000 compounds, 0.065% hits | AID 1469;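 further: plate controls were bound peptide for no effect and peptide without receptor for full effect; nearly all actives have a fitted effect of over 50% in size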
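Compounds were added to 0.6 uM TRb ligand-binding domain and 20 nM Texas Red-labeled SRC2 peptide in Tris buffer containing 1 uM T3, incubated 5 hr at ambient temperature, then read by fluorescence polarization.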
Tau FP inhib – blocks human tau fibril formation measured by polarization | P10636 | K18 P301L tau heparin fibrillization, Alexa594 FP, 6 h | Potency, µM (titrated, usually from 57.7 µM), for the others: at the top dose activity, negative = inhibition, hits mostly inhibitors | 280,000 compounds, 0.39% hits; further: on the % scale 0 is the no-effect control and ±100 the full control effect; nearly all actives have a fitted effect of over 55% in size
Target sequence (P10636 561-689 P618L limits assumed): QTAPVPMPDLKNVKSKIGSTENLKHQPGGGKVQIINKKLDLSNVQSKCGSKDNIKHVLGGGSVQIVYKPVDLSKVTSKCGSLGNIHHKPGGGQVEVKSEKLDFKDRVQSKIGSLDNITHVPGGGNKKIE
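Compound effects on tau fibrillization are measured by Alexa 594 fluorescence polarization (ex 555, em 632 nm). K18 P301L tau is used at 15 uM with 0.24 uM labeled tracer, and 20 uM heparin induces aggregation over 6 hr at 37 C.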
Tau fibril ThT – inhibitors of human tau fibril formation, thioflavin T binding; P10636; recombinant tau K18 P301L, heparin-induced fibrillization, ThT fluorescence; Potency, µM (titrated, usually from 57.4 µM), for the others: at the highest dose activity, negative = inhibition, hits mostly inhibitors; 270,000 compounds, 2.1% hits; AID 1460; further: on the % scale 0 is the no-effect control and ±100 the full control effect; nearly all actives have a fitted effect of over 55% in size
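Heparin-induced (20 uM) aggregation of recombinant human K18 P301L tau, 15 uM unlabeled with 0.24 uM labeled, pH 7 acetate buffer, 6 hr at 37 C with compound. Fibrils quantified by 30 uM ThT fluorescence after 1 hr ambient incubation.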
L3MBTL1 inh – blocks human L3MBTL1 | AID 485360 | 230,000 compounds, 0.66% hits | Q9Y468 | Potency, µM (top dose mostly 57.1 µM), without a hit: at the top dose activity, negative = inhibition, usual class: inhibitors | AlphaScreen L3MBTL1–H3K9me1 peptide binding; further: on the % scale 0 is the no-effect control and ±100 the full control effect; nearly all actives have a fitted effect of over 60% in size
Target sequence (Q9Y468 whole entry, looked up): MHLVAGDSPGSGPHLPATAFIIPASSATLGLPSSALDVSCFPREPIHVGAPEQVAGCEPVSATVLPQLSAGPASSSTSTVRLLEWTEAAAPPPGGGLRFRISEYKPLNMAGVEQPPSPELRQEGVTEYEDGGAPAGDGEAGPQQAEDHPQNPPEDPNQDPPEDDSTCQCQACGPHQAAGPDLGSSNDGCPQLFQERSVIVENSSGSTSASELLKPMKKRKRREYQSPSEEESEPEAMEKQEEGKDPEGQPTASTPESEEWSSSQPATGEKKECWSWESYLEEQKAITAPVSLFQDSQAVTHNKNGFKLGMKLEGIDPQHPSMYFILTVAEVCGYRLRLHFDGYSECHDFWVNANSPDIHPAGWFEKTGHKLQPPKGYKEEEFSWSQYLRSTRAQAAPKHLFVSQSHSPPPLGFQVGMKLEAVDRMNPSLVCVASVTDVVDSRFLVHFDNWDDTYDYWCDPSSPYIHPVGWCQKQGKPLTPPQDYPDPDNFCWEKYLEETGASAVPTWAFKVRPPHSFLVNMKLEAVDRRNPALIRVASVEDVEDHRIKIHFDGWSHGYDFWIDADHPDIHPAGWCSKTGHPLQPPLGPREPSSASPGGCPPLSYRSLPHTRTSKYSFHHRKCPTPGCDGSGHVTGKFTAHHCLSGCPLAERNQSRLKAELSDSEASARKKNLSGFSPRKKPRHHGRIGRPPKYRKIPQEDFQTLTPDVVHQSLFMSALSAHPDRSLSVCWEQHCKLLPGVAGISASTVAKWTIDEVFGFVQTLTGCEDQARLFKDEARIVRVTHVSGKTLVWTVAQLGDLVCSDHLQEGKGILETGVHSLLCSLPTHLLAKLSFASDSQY
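Displacement of a biotinylated histone H3(1-15) peptide monomethylated at Lys9 (75 nM) from L3MBTL1 (50 nM) was measured by AlphaScreen after a 30 min room-temperature compound incubation; cefsulodin titration served as intraplate control.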
Tau fluor cs – counter-screen for tau fibril formation inhibitors; tau K18 P301L Alexa594 fluorescence, heparin fibrillization; Potency, µM (titrated, usually from 57.7 µM), inactives show at the highest dose activity change, negative = decrease; 280,000 compounds, 0.93% hits; AID 1463; further: on the % scale 0 is the no-effect control and ±100 the full control effect; nearly all actives have a fitted effect of over 55% in size
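Human tau K18 P301L (15 uM unlabeled, 0.24 uM Alexa 594-labeled) in 100 mM sodium acetate pH 7 with 20 uM heparin, 6 hr at 37 C. ThT 30 uM added, 1 hr ambient; Alexa 594 FP and total fluorescence read at 555/632 nm.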
RECQ1 helicase – inhibitors of human RECQ1 DNA helicase | Potency, µM (series often up to 57.3 µM), inactives show at the top dose activity, negative = inhibition, actives largely listed as inhibitors | AID 2549 | 240,000 compounds, 0.54% hits | RECQ1 DNA unwinding, red fluorescence kinetic read;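 further: plate controls were vehicle for no effect and no enzyme for full effect; nearly all actives have a fitted effect of over 30% in size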
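RECQ1T1 50 nM; forked duplex (20 bp + 30-nt ss tails) 200 nM, ATP 2 mM final; pH 8.0, 2 mM MgCl2, 2.5 ug/ml poly(dI-dC); 15 min compound preincubation; discontinuous kinetic read over 2 h at RT.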
Starred values were filed as active, the others as inactive; i = inactive; ? = inconclusive; . = not tested or not shown; & = joins results of further samples; [ ] = another dose, or the depositor's remark. Unless noted, the call rests on the fitted dose curve; in most records, active means well fitted curve in the direction sought with a large enough effect; inconclusive means small, poorly fitted or top-dose-only effect, or another doubt; inactive means no such curve, though single readings can be large; an effect the other way counts as inactive or inconclusive. Potency means the concentration at half of the fitted maximal effect. A portion of the library; rates above refer to the full screens.

no.	Compound	TR SRC2 fluor cs	HTT ATP protect	TRb-SRC2 inh	Tau FP inhib
1	CC(C)Cn1cc(C(=O)NCc2cccs2)c2c3ccccc3n(C)c2c1=O	-5%	4%	4%	-5%
2	CC(C)COc1ccc(C(=O)Nc2sc3c(c2C(=O)O)CC(C)(C)OC3)cc1	1%[53 µM]	-17%[10 µM]	14%[53 µM]	-8%
3	N#C/C(=C/c1ccc(N2CCCCC2)o1)C(=O)NCCc1c[nH]c2ccccc12	-1%	10%[10 µM]	0%	16%
4	COc1cccc(/C=N/N2CCOCC2)c1O	-4%	-7%[10 µM]	-1%	1%
5	CCOc1ccc(N2C(=O)C3C(c4ccc(O)cc4)NC(CCSC)(C(=O)OC)C3C2=O)cc1 (centres undefined)	-1%	.	4%	-4%
6	CCOC(=O)c1ccc(NC(=O)c2c(N3CCCC3=O)c3cc(OC)ccc3n2C)cc1	-4%	.	2%	11%
7	COc1ccc(-c2nc3ccccc3o2)cc1NC(=O)c1ccc(-c2ccc(Br)cc2)o1	3%	.	-8%	-2%
8	Cc1ccc(C)c(N2CCN(c3cc(C)nc4c(-c5ccc(Cl)cc5)c(C)nn34)CC2)c1	0%	.	-4%	-5%
9	O=C(O)CCC(=O)CCC(=O)c1ccccc1	0%	-44%[inhibitor]	3%	-3%
10	COc1ccc(CC(=O)Nc2ccc(-c3noc(COc4ccccc4C)n3)cc2)cc1	0%	-16%	11%	-13%
11	C=CCOc1ccc(CC(=O)O)cc1Cl	-6%&0%	-12%	4%&0%	-3%
12	NC(=S)N/N=C/c1cccc(Br)c1	0%	31%[10 µM]	2%	-3%
13	CCCCN(C(=O)c1cccc(S(=O)(=O)N2CCOCC2)c1)c1c(N)n(CCC)c(=O)[nH]c1=O	2%	-35%[inhibitor]	4%	1%
14	CCOc1ccc(-c2c(C)nn3c(C)c(C(=O)Nc4ccccc4C(=O)OC)cnc23)cc1OCC	-4%	.	-4%	-9%
15	CCn1c(SCc2ccc(C)cc2)nnc1-c1nn(-c2ccccc2)ccc1=O	1%	-8%	-21%	3%

no.	Tau fibril ThT	L3MBTL1 inh	Tau fluor cs	RECQ1 helicase
1	10µM*	4%	-27%	-4%
2	16µM*	5%	?	i
3	4.5µM*	-14%	16µM*[quencher]	-6%
4	-13%	-6%	0%	0%
5	-9%	-3%	-15%	i
6	?	.	?	.
7	-7%	.	-1%	.
8	-8%	.	-15%	.
9	-9%	1%	-10%	-5%
10	-8%	-5%	-20%	4%
11	-1%	.	2%	-11%
12	-2%	0%	1%	2%
13	1%	8%	4%	-5%
14	-1%	.	-3%	.
15	2%	-2%	4%	-13%

Continued:
no.	Compound	TR SRC2 fluor cs	HTT ATP protect	TRb-SRC2 inh	Tau FP inhib
16	CCOC(=O)Cn1ccc(-c2ccccc2)c(C#N)c1=O	-5%	-35%[inhibitor]	0%	1%
17	C=CCOc1c(Cl)cc(CNCCC)cc1Cl	0%	11%	9%	1%
18	CCN(CC)S(=O)(=O)c1cc(NC(=O)CCCOc2ccc(C(C)=O)cc2)ccc1C	-2%	27%[1.9 µM]	1%	-2%
19	CC(=O)N(C(C)=O)c1ncnc2c1c(-c1ccc(Cl)cc1)nn2C(C)(C)C	0%	-86%[inhibitor]	-12%	-2%
20	CN(CC(=O)Nc1ccccc1Cl)C(=O)CSc1nc2ccccc2s1	2%	26%[10 µM]	4%	-6%
21	CCc1ccc(-n2c3nc(=O)[nH]c(=O)c-3cc3c(C)nn(-c4ccccc4)c32)cc1	1%	.	-5%	-2%
22	CCc1ccc2nc3sc(C(=O)N4CCc5ccccc54)c(N)c3cc2c1	-6%	.	-3%	7%
23	Cc1sc2nc(CN(C(=O)NC3CCCCC3)C3CCCC3)[nH]c(=O)c2c1C	-1%	-1%[1.9 µM]	5%	1%
24	O=C1ON=C(c2ccccc2)/C1=C/c1ccco1	-10%	.	3%	?
25	CCOc1ccc(-n2c(=O)c3c(C)c(C)sc3n(Cc3ccccc3C)c2=O)cc1	-6%	.	11%	2%
26	O=C(CCN1C(=O)COc2ccccc21)NCc1cccs1	-1%	1%[0.074 µM]	-6%	-4%
27	COc1ccc(NC(=O)c2ccc3nc[nH]c3c2)c(OC)c1	-1%	-62%	3%	-2%
28	CC(/C=N/NC(=O)c1ccncc1)=C\c1ccc(C(C)C)cc1	2%	-5%	-10%	?
29	O=C(NCc1cccnc1)/C(=C\c1ccc(-c2ccc(Br)cc2)o1)S(=O)(=O)c1ccccc1	-2%	-11%[10 µM]	3%	?
30	CCNC(=S)N(Cc1cc2cc(C)ccc2[nH]c1=O)C1CCCC1	-3%	-1%[10 µM]	1%	-10%

no.	Tau fibril ThT	L3MBTL1 inh	Tau fluor cs	RECQ1 helicase
16	4%	-7%[11.4 µM]	7%	-1%
17	-6%	.	-10%	-10%
18	-8%	3%	-24%	-7%
19	-15%	-1%	-5%	i
20	-13%	4%	-15%	-4%
21	1%	.	2%	.
22	?	-7%	0%	-12%
23	0%	-6%	-1%	3%
24	?	28µM*	-28%	?
25	0%	.	-5%	.
26	1%	3%	2%	-9%
27	-14%	-19%	-10%	-1%
28	20µM*	?	-21%	6%
29	?	-8%	2%	-22%
30	7%	-18%	-5%	3%

An excerpt of these results, in markdown:
| entry | canonical_smiles | TR SRC2 fluor cs | HTT ATP protect | TRb-SRC2 inh | Tau FP inhib | Tau fibril ThT | L3MBTL1 inh | Tau fluor cs | RECQ1 helicase |
| --- | --- | --- | --- | --- | --- | --- | --- | --- | --- |
| 18 | CCN(CC)S(=O)(=O)c1cc(NC(=O)CCCOc2ccc(C(C)=O)cc2)ccc1C | -2% | 27%[1.9 µM] | 1% | -2% | -8% | 3% | -24% | -7% |
| 19 | CC(=O)N(C(C)=O)c1ncnc2c1c(-c1ccc(Cl)cc1)nn2C(C)(C)C | 0% | -86%[inhibitor] | -12% | -2% | -15% | -1% | -5% | i |

2 compounds from above, showing only TRb-SRC2 inh.
| # | Structure | TRb-SRC2 inh |
| --- | --- | --- |
| 17 | C=CCOc1c(Cl)cc(CNCCC)cc1Cl | 9% |
| 29 | O=C(NCc1cccnc1)/C(=C\c1ccc(-c2ccc(Br)cc2)o1)S(=O)(=O)c1ccccc1 | 3% |

Other entries follow.
no.	Compound	TR SRC2 fluor cs	HTT ATP protect	TRb-SRC2 inh	Tau FP inhib
31	CC(CCn1cccn1)NC(=O)c1cc(COc2ccc(F)cc2Cl)on1 (centres undefined)	-5%	-45%[inhibitor]	-7%	9%
32	Cc1nnc(SCC(=O)NC2CCCCC2)n(N)c1=O	-3%	2%	1%	-9%
33	CCc1ccc(NC(=O)CSc2ccc3nnc(CCNS(=O)(=O)c4ccc(OC)cc4)n3n2)cc1	-3%	.	-4%	6%
34	Cc1ccc([N+](=O)[O-])cc1NC(=O)CCc1ccccc1	0%	-11%	-2%	-8%
35	O=C(c1ccc(Cl)cc1Cl)N1CCC(c2nc3c(nnn3Cc3ccco3)c(=O)[nH]2)CC1	1%	7%[10 µM]	-5%	1%
36	O=C(Nc1cccnc1)c1coc(=O)c2ccccc12	0%	-2%[10 µM]	10%	-17%
37	COc1ccc(-c2onc(C)c2-c2ccccc2)c(O)c1	2%	6%	8%	-5%
38	O=C(C1CCCCC1)N1CC(=O)N2CCc3ccccc3[C@@H]2C1	-1%	-61%[inhibitor]	-3%	.
39	CCn1c2ccccc2c2cc(/C=N/NC(=O)c3cc(O)cc(O)c3)ccc21	-2%	-7%[10 µM]	5%	-2%
40	Cc1nc2cc(-c3ccccc3)nn2c(C)c1CCC(=O)NCc1ccco1	-2%	-27%	11%	4%
41	Cc1ccc(NC(=O)CCNC(=O)c2ccccc2Cl)cc1S(=O)(=O)N(C)C	0%	13%[10 µM]	-8%	9%
42	O=C(CSc1nc2[nH]ncc2c(=O)n1-c1ccccc1Cl)N1CCCC1	1%	12%	0%	-2%
43	Cc1nn(C)c(C(=O)Sc2cccc(Cl)c2)c1[N+](=O)[O-]	-6%	-12%[10 µM]	1%	-13%
44	O=C(NCc1ccc2c(c1)CCN2C(=O)c1ccc(F)cc1)c1ccc(Br)o1	0%	.	-3%	-3%
45	Fc1ccc(C(c2nnnn2CCc2ccccc2)N2CCCc3ccccc32)cc1 (centres undefined)	0%	-14%	-16%	8%

no.	Tau fibril ThT	L3MBTL1 inh	Tau fluor cs	RECQ1 helicase
31	-12%	-2%	-7%	-15%
32	-10%	.	-9%	i
33	-2%	.	-16%	.
34	-11%	-3%	-13%	8%
35	-17%	-6%	-2%	-1%
36	-9%	2%	-18%	0%
37	-6%	.	-26%	-23%
38	.	.	.	-1%[25.9 µM]
39	-5%	-27%	-5%	11%
40	-9%	.	-12%	-3%
41	3%	3%	7%	-2%
42	-9%	.	-8%	-2%
43	?	-10%	-29%	19%
44	-18%	.	-9%	.
45	-8%	.	-13%	-8%

(cont.)
no.	Compound	TR SRC2 fluor cs	HTT ATP protect	TRb-SRC2 inh	Tau FP inhib
46	COc1ccc(C(=O)NC(=S)Nc2ccccc2F)cc1	1%	-10%[0.074 µM]	-1%	-13%
47	Cc1ccc(SCC2CNc3nc4ccccc4c(=O)n32)c(C)c1 (centres undefined)	0%	7%	3%	2%
48	CS(=O)(=O)N(Cc1ccc(F)cc1)Cc1nc2ccccc2c(=O)[nH]1	1%	-3%	1%	-5%
49	O=C(Nc1ccc(Cl)cn1)c1cccc(S(=O)(=O)N2CCOCC2)c1	0%	9%	-15%	-3%
50	CCN(CC)C(=O)c1ccc(NS(=O)(=O)c2ccc(/C=C/C(=O)O)cc2)cc1	0%	.	-2%	9%

no.	Tau fibril ThT	L3MBTL1 inh	Tau fluor cs	RECQ1 helicase
46	-5%	11%	3%	2%
47	10%	5%	2%	i
48	-5%	.	-3%	i
49	-3%	.	-1%	i
50	3%	-4%	-3%	1%
